Source: PubChem BioAssay
PKA-R2B activ: PKA-R2B complex activation | P22694+P31323 | activation, % at 11.4 µM | PKA-R2B holoenzyme dissociation, Cy5-IP20 fluorescence polarization; R2B truncated from residue 108, S112A mutant; 0% DMSO only, 100% 113 µM cGMP | AID 504700 | hit rate 0.079% among 340,000;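 active means activation above a cutoff set at the mean over all compounds plus 3 SD, cut at about 18% in these data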;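 further: higher means more holoenzyme dissociation and a rise in polarization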
Target sequence (P31323 whole entry, looked up, other chains not shown, the tested form may be a part): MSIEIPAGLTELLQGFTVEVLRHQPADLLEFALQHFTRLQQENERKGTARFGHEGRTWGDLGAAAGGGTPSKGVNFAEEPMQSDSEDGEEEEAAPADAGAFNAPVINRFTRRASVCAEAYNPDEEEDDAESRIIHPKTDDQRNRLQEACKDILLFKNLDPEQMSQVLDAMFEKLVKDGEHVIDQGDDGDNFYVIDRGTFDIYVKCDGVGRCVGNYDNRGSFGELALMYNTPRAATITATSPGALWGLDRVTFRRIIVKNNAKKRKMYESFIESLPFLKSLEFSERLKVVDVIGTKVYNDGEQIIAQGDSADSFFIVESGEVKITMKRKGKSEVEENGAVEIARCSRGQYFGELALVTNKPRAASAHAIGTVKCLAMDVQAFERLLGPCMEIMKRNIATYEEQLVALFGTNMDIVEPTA
Keap1-Nrf2 PPI: inhibitors of human Keap1-Nrf2 protein-protein interaction; Keap1 Kelch-Nrf2 peptide fluorescence polarization, 1536-well; inhibition, % at 9.4 µM; hit rate 0.15% among 340,000; AID 504523; in the data active means inhibition above about 12%;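 further: human Keap1 Kelch domain with fluorescein labeled Nrf2 9mer peptide probe; 0% = neutral control wells and 100% = peptide positive control; higher means more block of Keap1 binding to Nrf2 peptide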
CAL PDZ FP-1: CAL PDZ (human) peptide binding inhibition; purified CAL PDZ, TMR-peptide fluorescence polarization, 1 h; hit rate 0.92% among 300,000; AID 602252; Q9HD26; inhibition, % at 24.9 µM;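 active means mean inhibition of at least 30% with at least half of replicates also reaching 30%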;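 further: 0% = DMSO neutral control and 100% = excess unlabeled competitor peptide PRC23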
Rtt109 Vps75: inhibitors of Candida albicans Rtt109/Vps75 histone acetyltransferase; inhibition, % at 34.9 µM; hit rate 0.16% among 330,000; Q5AAJ8; purified Rtt109/Vps75, ThioGlo CoA-SH fluorescence, 4 h; AID 540336;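 active means inhibition of at least 50% in every replicate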
Target sequence (Q5AAJ8 whole entry, looked up): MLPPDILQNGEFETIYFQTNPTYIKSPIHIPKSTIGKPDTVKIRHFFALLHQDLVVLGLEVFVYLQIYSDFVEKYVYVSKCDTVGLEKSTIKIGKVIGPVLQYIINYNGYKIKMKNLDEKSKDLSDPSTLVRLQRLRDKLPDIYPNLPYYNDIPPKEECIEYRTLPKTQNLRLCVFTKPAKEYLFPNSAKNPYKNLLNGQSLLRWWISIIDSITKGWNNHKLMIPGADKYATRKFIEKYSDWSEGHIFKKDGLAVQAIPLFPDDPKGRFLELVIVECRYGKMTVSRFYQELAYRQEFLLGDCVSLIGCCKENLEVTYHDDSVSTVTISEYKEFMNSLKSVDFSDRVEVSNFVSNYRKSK
RTF Ca sens inh: cardiac RTF calcium desensitization. IANBD-labeled cardiac RTF, Ca2+ fluorescence. inhibition, % at 7.15 µM. hit rate 0.12% among 340,000. AID 493244;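 active means inhibition above the mean inhibition of all tested compounds plus 3 SD, cut at about 17% in these data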;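 further: assay run at fixed EC70 calcium of 1.6 mM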
LANA DNA inh: KSHV C-LANA DNA binding inhibition; MBP-C-LANA/FAM-LBS DNA binding, fluorescence polarization; inhibition, % at 9 µM; hit rate 0.078% among 340,000; AID 504423;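 active means highest replicate inhibition at or above 60% at 9 µM, even if other replicates fall short; inactive means all replicates below 60% inhibition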;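 further: 0% = neutral control wells and 100% = 4 µM acridine orange control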
CAL PDZ FP-2: blocks peptide binding to human CAL PDZ domain; Q9HD26; purified CAL PDZ, TMR-peptide fluorescence polarization, 1 h; inhibition, % at 20 µM; hit rate 0.02% among 330,000; AID 504414;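 active means highest replicate inhibition of at least 40%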;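 further: plate controls were DMSO neutral control wells for no effect and unlabeled competitor peptide control wells for full effect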
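Read-out basis: mP drop reported as inhibition | Assay system: Tagged CAL PDZ protein CerCALP, purified | Benchmarks: Unlabelled peptide for full inhibition, DMSO wells as neutral | Schedule: 1 h incubation at room temperature before polarization reading | Buffer or medium: Sodium phosphate/NaCl buffer pH 7.4 with TCEP, IgG, Thesit | Doses: Single point, 20 µM | Measured by: Fluorescence polarization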
cardiac RTF act: increases calcium sensitivity of human cardiac regulated thin filaments; P19429+P45379; IANBD-labeled TnC RTF fluorescence at EC20 calcium; 0% EC20 calcium, 100% full calcium; activation, % at 7.2 µM; hit rate 0.24% among 340,000; AID 493008;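 active means activation above the mean over all tested compounds plus 3 SD, cut at about 30% in these data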;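 further: rise in fluorescence read as greater calcium sensitivity of cardiac thin filaments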
DAGLB inhibitor: blocks human DAGLB lipase activity. HEK293T DAGLB membrane lysate, EnzChek fluorogenic substrate. inhibition, % at 5.17 µM. hit rate 0.059% among 340,000; in the data active means inhibition above about 34%;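 further: 0% = enzyme with vehicle and 100% = wells lacking enzyme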
SR-BI DiI-HDL act: enhances SR-BI lipid uptake from DiI-HDL | CHO ldlA[mSR-BI] cells, DiI-HDL uptake fluorescence, 3 h; 100 = double the neutral-control signal | activation, % at 12.5 µM | hit rate 0.096% among 320,000 | AID 504775;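 active means mean replicate activation of at least 60% and every replicate at or above 60%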;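 further: 0% = median plate neutral-control signal and 100% = twice that signal; values of inactives mirror those of a sister screen read the other way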
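Material – SR-BI-overexpressing, LDLR-lacking CHO cells · Medium – BSA-supplemented, HEPES-buffered Ham's F12, pH 7.4 · Doses – single concentration · Times – compound with DiI-HDL co-incubation, 3 h at 37 °C · Measured by – bottom-read fluorescence, 550/595 nm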
* hit, by the source's call; x = no result given.

SMILES | PKA-R2B activ | Keap1-Nrf2 PPI | CAL PDZ FP-1 | Rtt109 Vps75 | RTF Ca sens inh | LANA DNA inh | CAL PDZ FP-2 | cardiac RTF act | DAGLB inhibitor | SR-BI DiI-HDL act
COc1cccc(N2CCN(S(=O)(=O)c3c(C)[nH]c(C)c3C(=O)N3CCCC3)CC2)c1 | 2 | -4 | 0 | 1 | -19 | -0.7 | -0.3 | -1 | 4 | 21
CC(=O)Nc1ccc(S(=O)(=O)N(C)CC(=O)OCC(=O)N(C)c2ccccc2)cc1 | 3 | 0 | -6 | -17 | 3 | 0.0 | 16 | -1 | 0 | 34
COc1ccc(-c2nc(CS(=O)CC(=O)NCc3ccccn3)c(C)o2)cc1 (centres undefined) | -1 | 1 | 0 | -1 | -13 | 7.3 | 0.5 | 9 | 0 | 29
CC(C)OC(=O)c1c(NC(=O)c2cnn3c2NC(c2ccccc2)CC3C(F)(F)F)sc2c1CCCC2 (centres undefined) | -2 | 6 | -1 | -3 | 2 | 0.0 | -1.0 | -2 | 0 | 15
CCOc1ccc2c(c1)C(C)=CC(C)(C)N2S(=O)(=O)c1ccc(F)cc1 | -6 | -5 | x | -3 | -4 | 0.6 | -0.4 | 5 | -13 | -11
COc1cccc(CNC(=O)C2CCCN(c3nn4c(=O)cc(C)nc4s3)C2)c1 (centres undefined) | -9 | -1 | 0 | -11 | 0 | 1.4 | 0.2 | 1 | -3 | 7
O=C(CN(Cc1ccccc1F)C(=O)c1ccco1)NCc1ccc(F)cc1 | 2 | 1 | -5 | 2 | 0 | -1.8 | x | -2 | 0 | 0
Cc1ccccc1Nc1nc(N)nc(COC(=O)c2ccco2)n1 | 1 | -8 | -5 | -5 | -1 | 0.2 | 0.3 | 1 | -2 | 17
CCN1CCN(S(=O)(=O)c2ccc(Cl)c(C(=O)NC(C)c3ccccc3Cl)c2)CC1 (centres undefined) | -1 | 7 | -3 | 17 | 5 | 0.5 | -1.8 | -6 | 1 | 9
Cn1c(SCC(=O)NC2CC2)nnc1-c1ccco1 | -5 | -3 | -3 | 3 | -13 | -0.3 | -0.8 | 3 | 0 | -9
CC(=O)c1nn(-c2cccc(Br)c2)cc1C(=O)c1ccccc1 | -3 | -6 | -2 | 30 | -4 | 0.3 | -2.9 | -1 | -6 | -35
Cc1n[nH]c(C)c1CCNC(=O)C1CCC(=O)N(Cc2ccccc2F)C1 (centres undefined) | -14 | 2 | 1 | -8 | -8 | 1.2 | -1.6 | -1 | -2 | 11
CCOC(=O)C1=C(C)NC(=O)C(C#N)C1c1ccco1 (centres undefined) | -8 | -3 | -3 | 13 | -10 | -1.2 | -0.5 | 1 | 2 | 61*
Nc1nc(SCC(=O)Nc2ccc(Br)cc2Br)n[nH]1 | -8 | 3 | x | -1 | 4 | -0.9 | 0.0 | -8 | 3 | -8
CC(Oc1coc(CN2CCN(C(=O)c3ccco3)CC2)cc1=O)c1ccccc1 (centres undefined) | 0 | -7 | -2 | -2 | 6 | 0.8 | -0.1 | 0 | -3 | 11
Cc1ccc(C(=O)Nc2ccc3c(c2)OCO3)cc1S(=O)(=O)N1CCCC1 | -11 | 0 | -2 | -1 | 3 | -0.6 | -1.0 | 1 | -4 | -37
CS(=O)(=O)c1ccc(Cl)c(NC(=O)CN2CCN(S(=O)(=O)/C=C/c3ccccc3)CC2)c1 | -7 | -1 | -6 | 8 | -10 | -1.2 | -2.5 | 5 | -2 | -17
C=CCNC(=O)/C(=C\c1ccc2c(c1)OCO2)NC(=O)c1ccc(Br)cc1 | -9 | -5 | 1 | 45 | -8 | -0.4 | -2.2 | 0 | -1 | 1
O=C(NC(=O)c1ccccc1Cl)C(=O)Nc1ccc(Cl)cc1 | 3 | -1 | -4 | 4 | 1 | -0.8 | -1.1 | 1 | 0 | 18
CC1(C)CC(=O)c2sc(NC(=O)CCS(=O)(=O)c3ccccc3)nc2C1 | -8 | 0 | -1 | -8 | -4 | 1.0 | 0.5 | 4 | 4 | 10
COC(=O)c1cc(NC(=O)CN(c2cccc(OC)c2)S(=O)(=O)c2ccccc2)ccc1Cl | -1 | 1 | -4 | 17 | 0 | -0.6 | -2.4 | 2 | -8 | -31
Cc1nn(-c2ccccc2)c(Cl)c1/C=N/NC(=O)c1cccc(S(=O)(=O)N2CCCC2)c1 | -6 | -7 | 0 | -4 | 2 | -0.9 | 0.4 | 3 | -1 | -60
Cc1ccc(S(=O)(=O)N2CCOCC2)cc1NC(=O)CNCc1cccnc1 | 8 | 2 | 1 | -3 | -9 | -2.0 | -0.4 | 3 | 1 | 42
O=C(Nc1ccccc1-c1nnn(CC(=O)N2CCN(c3ccccc3)CC2)n1)c1cccs1 | -1 | -3 | 4 | 1 | -3 | -0.1 | -2.9 | -5 | -1 | -52
Cc1nc(NC(=O)c2ccco2)sc1-c1csc(Nc2ccc(Cl)cc2Cl)n1 | 1 | 0 | -3 | -2 | 0 | 0.4 | 0.5 | 2 | 1 | -73
CCOc1ccc(N(CC(=O)O)S(=O)(=O)c2cccnc2)cc1 | -1 | 0 | -2 | -2 | -11 | 2.9 | 0.1 | -2 | -3 | 6
Cc1nc(-c2c(C(=O)NNC(=O)Nc3c(C)cccc3C)noc2C)cs1 | -1 | -7 | -2 | -7 | -2 | -0.8 | 0.1 | 6 | 0 | -10
COc1ccc(C[C@H]2CN3C(=NC[C@H]3Cc3ccccc3)N2CCNC(=O)CCC2CCCCC2)cc1 | -6 | -1 | 2 | 3 | -2 | 0.2 | -0.4 | -4 | 3 | 44
CC1(C)CC(=O)C2=C(C1)OC(=O)C2(NC(=O)c1cccs1)C(F)(F)F (centres undefined) | -4 | -2 | 6 | 1 | 2 | 0.4 | -1.0 | -2 | -1 | 7
Cc1nn(C)c(C)c1NC(=O)c1ccc(Br)o1 | 5 | 0 | -18 | 6 | -7 | -0.7 | -1.2 | 1 | -2 | 5
O=C1NC2(CCCCC2)N=C1c1ccccc1 | -6 | -6 | -2 | 8 | -5 | 0.1 | 0.7 | -1 | -2 | -5
Cc1ccccc1-n1c(Cn2c(=O)sc3ccccc32)nnc1SCC(N)=O | 2 | -3 | 4 | -6 | 1 | -0.6 | -0.2 | 3 | -1 | 18
Cc1ccc(CCNC(=O)CN(C)S(=O)(=O)c2ccc3c(c2)c(=O)n(C)c(=O)n3C)cc1 | 7 | -8 | x | -3 | -8 | 0.2 | -0.5 | 10 | -3 | 3
COc1ccc(CC(=O)NCCS(=O)(=O)N2CCN(c3ccccc3)CC2)cc1 | 1 | -4 | -1 | 2 | -3 | 0.4 | -0.4 | -5 | -5 | 16
CC(=O)N1CCc2cc(S(=O)(=O)NC(Cc3ccccc3)C(=O)Nc3cc(C)ccn3)ccc21 (centres undefined) | 7 | -5 | -2 | -3 | -6 | 1.8 | -2.2 | 0 | 1 | -10
Cc1ccc(CCN2CC(C(=O)NC3CCCCC3)CC2=O)cc1 (centres undefined) | -5 | -2 | -4 | 1 | 1 | 0.0 | -2.3 | -10 | -2 | 59
COc1ccc(CC(=O)NNC(=O)c2cc(C)[nH]n2)cc1 | 7 | 5 | -2 | 22 | -4 | -0.5 | -2.4 | -1 | -1 | 6
COc1cccc(OC)c1C(=O)Nc1ccc2c(c1)CCCN2S(=O)(=O)c1ccc(C)cc1 | 5 | -1 | -4 | 13 | 0 | 0.3 | -1.3 | -6 | -4 | -43
Cc1ccc(C(C)NC(=S)NCc2ccc(F)cc2)cc1C (centres undefined) | 4 | -7 | -2 | 6 | -4 | -0.4 | -1.8 | -4 | 0 | x
O=C1CC(SCCO)C(=O)N1c1ccc(Oc2ccccc2)cc1 (centres undefined) | 4 | -2 | -1 | -6 | 6 | 0.8 | -2.5 | 1 | -1 | 7
Cc1cccc(-n2ncc3c(N4CCCc5ccccc54)ncnc32)c1 | -2 | 0 | x | -26 | -6 | -2.1 | -3.0 | 3 | -9 | -12
O=C(NCCCCCc1nc2ccccc2[nH]1)c1ccccc1Cl | -5 | -4 | -3 | -1 | 5 | -1.1 | -0.8 | 2 | -1 | 11
c1ccc(CCn2c(C3CC3)nc3ccccc32)cc1 | -1 | 4 | x | 7 | -3 | -0.5 | -2.7 | 3 | -1 | -21
CC(C)(C)N(Cc1ccccc1)C(=O)COC(=O)c1ccc([N+](=O)[O-])o1 | -1 | -4 | -9 | 2 | -3 | -0.1 | 0.4 | 3 | -2 | -36
COC(=O)c1ccc(C2C(C#N)=C(N)Oc3cc(O)ccc32)cc1 (centres undefined) | 0 | -1 | x | -5 | -6 | -0.3 | 0.0 | 2 | -3 | 4
CC(=O)C[C@@H](O)CC(=O)[C@H]1OC(=O)[C@@H](C)C/C=C\Cc2ccccc21 | -10 | -2 | -6 | -1 | -8 | -0.1 | -0.1 | -3 | -2 | 1
Cc1ccc(S(=O)(=O)N2CCCCC2)cc1NC(=O)CSc1nnnn1C | 5 | 6 | 0 | 5 | -6 | -0.1 | -1.3 | -3 | -3 | x
O=[N+]([O-])c1ccc(CSc2nc3ccccc3[nH]2)cc1 | -1 | -5 | 11 | 3 | 7 | -0.1 | 0.5 | 3 | 2 | 3
Cc1nc(NCc2ccc3c(c2)OCO3)c2nnn(Cc3ccccc3)c2n1 | 7 | 1 | x | -6 | -1 | 0.4 | -1.7 | -1 | 0 | -15
C=CCn1c(=O)[nH]c2cc(C(=O)N3CC=C(c4ccccc4)CC3)ccc2c1=O | -6 | -1 | -1 | 1 | -7 | 0.5 | -1.1 | -1 | 5 | x
CC(C)[C@H](NC(=O)N1CCn2c1nc1ccccc12)C(=O)NCC1CCCO1 (some centres undefined) | 8 | -1 | x | 3 | -9 | 1.2 | -0.2 | -1 | 0 | 9
O=C(CN1CCSCC1)N/N=C/c1ccccc1F | 1 | 0 | -4 | 5 | 4 | 1.0 | 1.0 | -5 | -3 | 35

4 structures from above, ordered by heavy-atom count, rising:
SMILES | PKA-R2B activ | Keap1-Nrf2 PPI | CAL PDZ FP-1 | Rtt109 Vps75 | RTF Ca sens inh | LANA DNA inh | CAL PDZ FP-2 | cardiac RTF act | DAGLB inhibitor | SR-BI DiI-HDL act
O=C(NCCCCCc1nc2ccccc2[nH]1)c1ccccc1Cl | -5 | -4 | -3 | -1 | 5 | -1.1 | -0.8 | 2 | -1 | 11
CC(C)(C)N(Cc1ccccc1)C(=O)COC(=O)c1ccc([N+](=O)[O-])o1 | -1 | -4 | -9 | 2 | -3 | -0.1 | 0.4 | 3 | -2 | -36
Cc1nc(NCc2ccc3c(c2)OCO3)c2nnn(Cc3ccccc3)c2n1 | 7 | 1 | x | -6 | -1 | 0.4 | -1.7 | -1 | 0 | -15
C=CCn1c(=O)[nH]c2cc(C(=O)N3CC=C(c4ccccc4)CC3)ccc2c1=O | -6 | -1 | -1 | 1 | -7 | 0.5 | -1.1 | -1 | 5 | x
